PglD inh = inhibitors of Campylobacter jejuni PglD acetyltransferase. inhibition, % at 12.5 µM. purified PglD enzyme, DTNB colorimetric CoA detection. 0.098% of 360,000 active; in the data active means inhibition above about 16%, passing the limit was not always enough; further: strong numbers were not always called active
Cneo AK release = causes C. neoformans cell lysis | lysis activity, % at 15 µM | AID 651654 | adenylate kinase release luminescence, 4 h; normalised: neutral wells 0, clomiphene wells 100 | 0.2% of 360,000 active;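 active means mean lysis activity across replicates of at least 80%, whatever share of replicates individually reach that level; inactive means mean lysis activity below 80%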
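Assay system: C. neoformans cells. Amount: yeast cell density of 5 × 10^6 cells/mL. Technique: AK luminescence. Buffer or medium: YPD. Times: static 4 h at 37 °C with compound, 1 h detection. Dosing: single-point compound dose. Read-out: lysis from increased AK signal.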
miR-122 sensor = inhibitors of miR-122 in Huh7 cells | activation (reporter increase), % at 12.5 µM | Huh7 miR-122 Renilla luciferase sensor, 48 h; neutral wells = 0, positive control = 100 | 0.3% of 340,000 active | AID 602342;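 active means mean replicate activation score at least 90 and every replicate individually at or above 90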;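 further: higher luciferase means less miR-122 activity so hits act as miR-122 inhibitors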
RAD52 inh = RAD52 (human) annealing inhibition. P43351. recombinant RAD52 DNA annealing, FRET fluorescence. inhibition, % at 18.7 µM. 0.46% of 360,000 active. AID 651710;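 active means every replicate showing at least 50% inhibition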
E-selectin induc = induces E-selectin expression in human endothelial cells. P16581. HUVEC E-selectin immunofluorescence imaging; normalized: neutral wells 0, TNF-alpha wells 100. activation, % at 7.58 µM. 0.37% of 260,000 active;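 active means mean E-selectin-positive cell signal at least 10% of the positive control, reached in at least 60% of replicates, without over 20% cell loss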;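 further: in these data hits start at about 27%; measured in HUVEC primary endothelial cells; signal is the percent of cells scored E-selectin positive by PE staining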
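System: HUVEC, human umbilical vein endothelial cells; quantity: 3,000 cells/well; buffer or medium: EGM-2 medium, gelatin-coated wells; dosing: single-point compound dose; detection: immunofluorescence imaging; evaluation: % PE-positive cells; benchmarks: TNF-alpha, DMSO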
PGC1a acetyl inh = PGC1a acetylation modulation, inhibitor mode | AID 651687 | 0.17% of 350,000 active | U2OS PGC1a acetylation, AlphaScreen anti-acetyl-lysine; with virally co-expressed GCN5 acetyltransferase | inhibition, % at 15.6 µM;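 active means every replicate shows inhibition of at least 40%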;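 further: 0% = neutral control wells and 100% = positive control wells; some results beyond the cut were filed as inactive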
ERAP1 HTS inh = blocks human ERAP1 aminopeptidase activity; 0.15% of 340,000 active; Q9NZ08; inhibition, % at 10.7 µM; recombinant ERAP1, Leu-AMC fluorescence, 60 min;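 active means mean replicate inhibition of at least 30%, or all replicates individually reaching that 30% level; inactive means mean below 30% and not every replicate reaching it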;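 further: 0% = neutral control wells and 100% = L-leucinethiol positive control wells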
RAD54 branch = RAD54 (human) branch migration inhibition. RAD54 Holliday junction branch migration, FAM/BHQ fluorescence. 0.14% of 360,000 active. inhibition, % at 10.4 µM. Q92698. AID 602329;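 active means mean normalized replicate activity at least 40 and at least half of replicates scoring 40 or more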;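 further: 0% = median of neutral control wells and 100% = median of positive control wells; inhibitors cause a drop in the FAM fluorescence signal; in these data hits start at about 50%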
Target sequence (Q92698 whole entry, looked up): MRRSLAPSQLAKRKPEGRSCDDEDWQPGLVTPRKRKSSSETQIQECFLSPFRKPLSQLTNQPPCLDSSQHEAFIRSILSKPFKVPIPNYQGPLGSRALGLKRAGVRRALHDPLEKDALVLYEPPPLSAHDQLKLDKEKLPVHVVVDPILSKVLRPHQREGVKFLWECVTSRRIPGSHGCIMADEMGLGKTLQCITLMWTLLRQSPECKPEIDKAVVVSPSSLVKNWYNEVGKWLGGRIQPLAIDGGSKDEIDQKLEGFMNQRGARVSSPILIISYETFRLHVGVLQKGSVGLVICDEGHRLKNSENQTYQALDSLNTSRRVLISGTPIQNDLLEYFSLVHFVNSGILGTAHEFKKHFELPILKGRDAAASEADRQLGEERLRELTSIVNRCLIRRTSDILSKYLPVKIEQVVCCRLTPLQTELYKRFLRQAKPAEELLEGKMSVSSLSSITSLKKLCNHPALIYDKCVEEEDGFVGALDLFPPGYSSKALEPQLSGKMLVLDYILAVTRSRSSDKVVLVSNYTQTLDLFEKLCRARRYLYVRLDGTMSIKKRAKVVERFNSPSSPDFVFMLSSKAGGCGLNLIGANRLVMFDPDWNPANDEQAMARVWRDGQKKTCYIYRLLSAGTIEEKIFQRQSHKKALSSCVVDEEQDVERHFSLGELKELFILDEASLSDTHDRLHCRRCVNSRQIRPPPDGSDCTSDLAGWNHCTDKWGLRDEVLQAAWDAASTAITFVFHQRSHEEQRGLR
* hit, by the source's call; x = no result given; & = joins results of further samples; [ ] = dose if it differs, or a comment.

SMILES | PglD inh | Cneo AK release | miR-122 sensor | RAD52 inh | E-selectin induc | PGC1a acetyl inh | ERAP1 HTS inh | RAD54 branch
C[C@H](CO)N1C[C@H](C)[C@@H](CN(C)Cc2cccnc2)Oc2cc(-c3ccncc3)ccc2S1(=O)=O | 3 | 0 | 4[16.7 µM] | -1 | -0.1 | -1 | 2 | 2
COC(=O)C1C(=O)c2c([nH]c(C(=O)OC3CCCCC3)c2C)CC1C (configuration not stated) | 2 | 2 | 3 | 0 | 0.0 | -20 | x | -7
O=C(Nc1ccn(Cc2c(F)c(F)c(F)c(F)c2F)n1)c1cccc(Cn2cc([N+](=O)[O-])cn2)c1 | 4 | 1 | x | x | x | 0 | x | 7
CCC(=O)c1ccc(OCC(=O)N2CCN(S(=O)(=O)c3ccc(Cl)s3)CC2)cc1 | -3 | 3 | -3 | -7 | -0.3 | -13 | -2 | 1
O=C(c1ccccc1)N1CC(=O)N2[C@H](CO)[C@H](c3ccc(-c4ccccc4)cc3)[C@@H]2C1 | x | x | x | -19 | 0.1 | 0 | -1 | x
Cc1cccn2c(=S)[nH]nc12 | 1 | 0 | -5 | -9 | 1.1 | 3 | 6 | 0
CC1CN(C(=O)CCC(=O)NCCc2ccccc2)c2ccccc2O1 (configuration not stated) | -1 | 2 | -1 | -8 | -0.6 | -1 | 7 | 11
C/C(=N/N1CCN(Cc2ccccc2)CC1)c1ccc(Br)cc1 | -5 | -2 | 4 | -8 | 0.1 | 9 | -3 | -3
O=[N+]([O-])c1ccc(Cl)c(NC2=NCCCCC2)c1 | -2 | 0 | -1 | -26 | 0.0 | x | 2 | 4
CCOc1ccc(C2NC(=O)C(C#N)=C(S)N2c2ccc(OC)cc2)cc1OC (configuration not stated) | 1 | -5 | -6 | 1 | x | -10 | 5 | 1
CCC(=O)N(C)C[C@H]1Oc2ncc(C#Cc3ccc(OC)cc3)cc2C(=O)N([C@@H](C)CO)C[C@H]1C | 9 | -1 | -2[16.7 µM] | -5 | 0.0 | 12 | 1 | 1
CCN1CCN(c2sc(S(C)(=O)=O)nc2S(=O)(=O)c2ccc(Cl)cc2)CC1 | 4 | 11 | x | x | x | 8 | x | -2
O=C(CNc1cccc(C(F)(F)F)c1)N/N=C/c1ccccc1C(=O)O | -4 | 1 | 4 | -7 | -0.3 | -2 | 3 | -6
CCOC(=O)C1(Cc2ccc(OC)cc2)CCN(C(=O)c2cc(C)nn2C)CC1 | 7 | -2 | -8 | -22 | x | -9 | 0 | 8
COc1ccc(S(=O)(=O)N(C)C[C@@H]2OCCCC[C@H](C)Oc3ccc(NS(=O)(=O)c4ccc(F)cc4)cc3C(=O)N([C@@H](C)CO)C[C@H]2C)cc1 | -3 | -2 | 1[16.7 µM] | 15 | -0.2 | 2 | 0 | -9
C[C@H](CO)N1C[C@H](C)[C@H](CN(C)C)Oc2cc(-c3ccc(F)cc3)ccc2S1(=O)=O | 0 | 13 | -4[16.7 µM] | -12 | -0.2 | -13 | 1 | -10
CC(NC(=S)NC1CCCCC1)C(c1ccccc1)N1CCOCC1 (configuration not stated) | -6 | 0 | 8 | -8 | 1.4 | 4 | -2 | -16
COc1ccc(/C=C/C(=O)N2CCN(C)CC2)cc1OC | 4 | 4 | -6 | -1 | x | 10 | -1 | 2
O=C(O)Cn1c2ccccc2c2ccccc21 | x | x | -2 | -15 | 0.1 | 8 | 0 | x
COC(=O)c1ccc(C2/C(=C(/O)c3ccc(OC)cc3)C(=O)C(=O)N2Cc2ccco2)cc1 (configuration not stated) | -1 | -1 | 2 | x | x | 7 | x | -4
Nc1nc(SCc2ccc([N+](=O)[O-])cc2)nc2nc3c(cc12)CCCC3 | -1 | 0 | -6 | x | -2.7 | 24 | x | 7
O=C(C1CCCCC1)N1CC2(C1)[C@H](c1ccccc1)[C@H](CO)N2Cc1ccccc1F | x | x | x | -107 | -0.1 | -11 | -6 | x
CC1CCCN(C(=O)C2CCN(S(=O)(=O)c3cccc4nonc34)CC2)C1 (configuration not stated) | -3 | -3 | -5 | -10 | -0.1 | 0 | -1 | 3
CO[C@@H](CN(C)C(=O)c1ccccc1F)[C@H](C)CN([C@H](C)CO)S(=O)(=O)c1ccc(C)cc1 | 2 | -3 | x | 4 | -0.1 | -12 | 1 | 5
COc1cc(C(=O)N=C2SC3CS(=O)(=O)CC3N2c2ccccc2)cc(OC)c1OC (configuration not stated) | -2 | 1 | -9 | -11 | 0.2 | -3 | 1 | -13
Cc1ccc(CSc2nc(N)cc(=O)[nH]2)cc1 | 6 | -1 | 4 | -7 | 0.3 | -2 | 0 | 6
CCCNC(=O)N1C[C@@H](C)[C@@H](OC)CN(C)C(=O)c2ccc(NC(C)=O)cc2OC[C@H]1C | 7 | 0 | -7[16.7 µM] | 0 | -0.4 | 7 | 3 | -14
COc1ccccc1CNCc1cccc(Oc2ccccc2)c1 | 0 | 2 | -8 | 1 | 0.6 | 6 | 0 | 13
CC(C)Cc1nc(NCCN2CCOCC2)c(C#N)c2c1COC(C)(C)C2 | 4 | -14 | -2 | x | x | -1 | x | 0
CCN(CC)C(=O)CSC1=C(C#N)C(c2ccco2)C(C(=O)OCCOC)=C(C)N1 (configuration not stated) | -1&0 | 1&2 | -6 | -15 | -0.2 | 10&4 | 2 | -7&3
CCOC(=O)NC1Cc2ccccc2C1Sc1ccccn1 (configuration not stated) | 0 | 3 | -5 | -16 | -0.1 | -8 | 0 | -5
CCOC(=O)CCCn1nc(C)n2c(cc3sccc32)c1=O | x | 0 | -4 | x | x | -3 | x | -12
COc1ccc(OC)c(CNC(=O)CCn2c(=O)c3cccn3c3ccc(F)cc32)c1 | -3 | -1 | -4 | -7 | x | 10 | 5 | 4
COc1cccc(S(=O)(=O)N2C[C@@H](O)COC[C@H]3O[C@@H](CC(=O)N4CCOCC4)CC[C@@H]32)c1 | 1 | 3 | -3[16.7 µM] | 15 | 0.1 | -2 | -1 | -1
COc1ccc(NC(=O)N2C[C@H](O)COC[C@H]3O[C@@H](CC(=O)N4CCCCC4)CC[C@@H]32)cc1 | 2 | -1 | 7[16.7 µM] | 11 | -0.1 | -4 | 2 | -7
O=C(N1CCCCC1)[C@]1(Cc2ccccc2)N=C(c2ccc(OCCCO)cc2)O[C@@H]1c1ccccc1 | -3 | 66 | x | -6 | x | x | -5 | -4

A draw from above in order of number of heavy atoms, falling.
SMILES | PglD inh | Cneo AK release | miR-122 sensor | RAD52 inh | E-selectin induc | PGC1a acetyl inh | ERAP1 HTS inh | RAD54 branch
O=C(N1CCCCC1)[C@]1(Cc2ccccc2)N=C(c2ccc(OCCCO)cc2)O[C@@H]1c1ccccc1 | -3 | 66 | x | -6 | x | x | -5 | -4
COc1ccc(NC(=O)N2C[C@H](O)COC[C@H]3O[C@@H](CC(=O)N4CCCCC4)CC[C@@H]32)cc1 | 2 | -1 | 7[16.7 µM] | 11 | -0.1 | -4 | 2 | -7
CCCNC(=O)N1C[C@@H](C)[C@@H](OC)CN(C)C(=O)c2ccc(NC(C)=O)cc2OC[C@H]1C | 7 | 0 | -7[16.7 µM] | 0 | -0.4 | 7 | 3 | -14
COc1cc(C(=O)N=C2SC3CS(=O)(=O)CC3N2c2ccccc2)cc(OC)c1OC (configuration not stated) | -2 | 1 | -9 | -11 | 0.2 | -3 | 1 | -13
CC(C)Cc1nc(NCCN2CCOCC2)c(C#N)c2c1COC(C)(C)C2 | 4 | -14 | -2 | x | x | -1 | x | 0
COc1ccccc1CNCc1cccc(Oc2ccccc2)c1 | 0 | 2 | -8 | 1 | 0.6 | 6 | 0 | 13
CCOC(=O)NC1Cc2ccccc2C1Sc1ccccn1 (configuration not stated) | 0 | 3 | -5 | -16 | -0.1 | -8 | 0 | -5
Cc1ccc(CSc2nc(N)cc(=O)[nH]2)cc1 | 6 | -1 | 4 | -7 | 0.3 | -2 | 0 | 6

The list continues.
SMILES | PglD inh | Cneo AK release | miR-122 sensor | RAD52 inh | E-selectin induc | PGC1a acetyl inh | ERAP1 HTS inh | RAD54 branch
COC(=O)NNC(=O)Cc1cccc2ccccc12 | -1 | 2 | -4 | -6 | -2.6 | 10 | 5 | 3
O=C(NCCc1ccccc1Cl)c1ccc2nc3ccccc3c(=O)n2c1 | 1 | 1 | 30 | -33 | -0.2 | 5 | -11 | -4
CC(C)(C)OC(=O)N[C@H](/C=C/c1ccccc1)C(=O)OC(C)(C)C | 4 | 2 | -5 | -8 | 0.5 | -12 | 3 | -4
COC(=O)c1cc(OC)c(OC)cc1NC(=S)N1CCN(C)CC1 | -5 | -5 | -6 | x | x | -2 | x | 9
CC1CC(C)CN(Cc2nc(N)nc(Nc3ccc4ccccc4c3)n2)C1 (configuration not stated) | -1 | 1 | 3 | x | x | -31 | x | 15
COCC(=O)Nc1ccc2c(c1)C(=O)N(C)C[C@@H](OC)[C@H](C)CN(C(=O)CC1CC1)[C@H](C)CO2 | -1 | -1 | -2[16.7 µM] | -19 | 0.1 | 1 | -1 | 3
COc1ccc(NC(=O)C2CCCN(S(=O)(=O)c3cccnc3)C2)cc1 (configuration not stated) | -1 | 0 | 0 | x | x | -4 | x | 4
O=C(CSc1cccc[n+]1[O-])Nc1cccc(Oc2ccccc2)c1 | x | x | 0 | -2 | x | 1 | 3 | x
Cc1ccc(NC(=O)NCCCN2CCCC2=O)cc1Cl | 5 | -2 | x | 4 | x | x | 0 | 8
COc1ccc(CCNS(=O)(=O)c2ccc(F)cc2)cc1OC | -6 | 0 | 3 | -5 | x | x | 0 | -10
CO[C@@H]1CC[C@@H]2CCOc3ccc(C#N)cc3C(=O)N(C)[C@H](C)C(=O)N(C)C[C@H]1O2 | 4 | 1 | x | 3 | 0.1 | x | -2 | -5
Cc1ccc(S(=O)(=O)Nc2cccc3c2O[C@@H](CN(C)C(=O)Nc2ccc(F)cc2)[C@@H](C)CN([C@H](C)CO)C3=O)cc1 | -2 | 0 | -1[16.7 µM] | 13 | 0.2 | 12 | -1 | -13
O=C(C[C@H]1CC[C@H]2[C@@H](COC[C@H](O)CN2C(=O)c2ccccc2F)O1)N1CCOCC1 | -1 | 1 | -3[16.7 µM] | -12 | 0.1 | 0 | -4 | 2
Cc1ccsc1CN1CC(=O)N(c2c(C)cccc2C)C1=S | x | x | x | -16 | -0.3 | -3 | 1 | x
O=C(NC(=S)N(Cc1ccccc1)Cc1ccccc1)C1CCCCC1 | 0 | 0 | 56 | x | x | -10 | x | 3
O=C(Nc1ccc2c(c1)CCCN2C(=O)c1cccs1)c1ccccc1 | 4 | -2 | -7 | -55 | x | -1 | 0 | 1
Cc1onc(-c2ccccc2Cl)c1C(=O)Nc1ccc(S(=O)(=O)N2CCCC2)cc1 | -2 | -1 | -4 | -29 | x | 0 | x | 4
O=C(Nc1nc2cc3c(cc2s1)OCCO3)c1cccc(N2C(=O)CCC2=O)c1 | 7 | -5 | 0 | -10 | x | x | -3 | -14
COC1=C/C(=C/c2c(N)n3nc(-c4ccc(C)cc4)sc3nc2=O)C=CC1=O | x | x | 6 | -76 | x | 5 | 5 | x
CN(CC(=O)Nc1ccc(OC(F)(F)F)cc1)S(=O)(=O)c1cnc[nH]1 | -7 | 0 | 1 | -16 | x | -9 | 2 | -5

Screening results (PubChem)
